AmpC detergent – qHTS Inhibitors of AmpC Beta-Lactamase (assay with detergent); Potency, µM (titrated, usually from 114 µM), for inactives: at the top dose activity change, negative = inhibition, hits mostly inhibitors; P00811; AmpC hydrolysis of nitrocefin, absorbance 480 nm, 0.01% Triton; 370,000 tested, 0.041% active;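 also: potency is read from the fitted curve at half-maximal effect; 0% = no-compound wells and -100% = no-enzyme wells; nearly all actives have a fitted effect of over 25% in size; some results filed as inactive show a strong effect at the top dose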
Target sequence (P00811 whole entry, looked up): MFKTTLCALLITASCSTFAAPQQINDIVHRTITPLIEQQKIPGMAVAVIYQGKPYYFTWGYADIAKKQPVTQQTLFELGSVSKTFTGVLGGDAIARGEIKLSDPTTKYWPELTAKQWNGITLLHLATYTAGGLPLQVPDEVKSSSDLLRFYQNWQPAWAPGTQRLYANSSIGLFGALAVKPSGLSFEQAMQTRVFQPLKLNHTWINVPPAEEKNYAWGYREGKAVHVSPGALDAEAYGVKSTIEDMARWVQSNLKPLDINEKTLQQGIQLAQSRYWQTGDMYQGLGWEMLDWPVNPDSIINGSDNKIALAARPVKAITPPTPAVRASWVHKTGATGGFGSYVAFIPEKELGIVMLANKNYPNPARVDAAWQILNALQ
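AmpC (5.3 nM in the dispensed reagent) in 20 mM phosphate pH 7.0 with 0.01% (detergent screen) or 0.0001% Triton X-100 was preincubated with compounds for 15 min at room temperature. Nitrocefin was then added from an 800 uM solution, and hydrolysis was followed at 480 nm.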
HCMV inh – qHTS Assay for inhibitors of the human cytomegalovirus (HCMV) | HFF cells, HCMV-luciferase reporter, 72 h; stronger effect = lower value | activity change, negative = inhibition, % at 57.5 µM | 410,000 tested, 4.5% active; in the data active = activity change below about -60%; inconclusive = no clear call, values can overlap the other calls; inactive = above about -39%
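Human foreskin fibroblasts infected with luciferase-reporter HCMV at MOI 1 PFU/cell, compounds at two doses. Luciferase measured 72 h post infection; normalized to buffer-only basal and Salinomycin (10uM) controls.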
AMA1 RON2 block – qHTS for Inhibitors of AMA1-RON; Towards Development of Antimalarial Drug Lead: Primary Screen; Plasmodium falciparum AMA1 (3D7) - RON2 peptide interaction; 360,000 tested, 0.2% active; AlphaScreen AMA1-biotinylated RON2 peptide binding; Potency, µM (doses to about 58.2 µM), without a hit: at the highest dose activity change, negative = inhibition, actives largely listed as inhibitors;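 also: potency is read from the fitted curve at half-maximal effect; 0% = vehicle wells and -100% = peptide control; nearly all actives have a fitted effect of over 45% in size; some results filed as inactive show a strong effect at the top dose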
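AMA1 (3D7) with his tag at 25 nM final met compounds first, then biotinylated RON2 peptide at 25 nM; detection used donor plus acceptor beads, 10 µg/mL apiece, read by AlphaScreen after 30 min at room temperature.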
FBPA Giardia inh – qHTS Assay for Inhibitors of Fructose-1,6-bisphosphate Aldolase from Giardia Lamblia | A8B2U2 | purified Giardia FBPA | Potency, µM (highest dose often 59.6 µM), for inactives: at the top dose activity, negative = inhibition, hits mostly inhibitors | 290,000 tested, 0.71% active | AID 2451, 2010; also: potency is read from the fitted curve at half-maximal effect; nearly all actives have a fitted effect of over 55% in size
Target sequence (A8B2U2 whole entry, looked up): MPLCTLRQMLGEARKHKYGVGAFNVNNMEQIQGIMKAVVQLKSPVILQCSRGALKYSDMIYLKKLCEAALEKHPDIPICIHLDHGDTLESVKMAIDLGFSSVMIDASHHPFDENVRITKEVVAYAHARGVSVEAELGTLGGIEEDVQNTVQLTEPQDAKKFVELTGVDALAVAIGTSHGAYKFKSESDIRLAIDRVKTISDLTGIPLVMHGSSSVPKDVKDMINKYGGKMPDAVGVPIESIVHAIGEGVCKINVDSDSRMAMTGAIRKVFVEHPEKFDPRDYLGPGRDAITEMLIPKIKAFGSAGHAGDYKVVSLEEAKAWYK
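Giardia FBPA (40 nM reagent) was preincubated 10 min at RT with compound (up to 57.5 uM final), then substrate plus GAPDH/TPI/NAD/arsenate coupling system with diaphorase/resazurin was added; resorufin fluorescence (525/598 nm) was read after 20 min.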
AmpC inh no detg – qHTS Inhibitors of AmpC Beta-Lactamase (assay without detergent) | AmpC nitrocefin hydrolysis, absorbance 480 nm, 0.0001% Triton | 330,000 tested, 0.52% active | Potency, µM (highest dose often 57.1 µM), inactives show top-dose activity change, negative = inhibition, hits mostly inhibitors | AID 485341, 2010 | P00811;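 also: potency is read from the fitted curve at half-maximal effect; plate controls were no compound for no effect and no enzyme for full effect; nearly all actives have a fitted effect of over 20% in size; some results filed as inactive show a strong effect at the top dose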
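20 mM phosphate pH 7.0 + 0.01% (detergent screen) or 0.0001% Triton X-100; 5.3 nM AmpC reagent; cpd preinc 15 min RT; nitrocefin (800 uM stock) to start; A480 q20 s × 4 min; Activity was normalised to no-enzyme and no-compound control wells.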
Sm TGR inh – qHTS Assay for the Inhibitors of Schistosoma Mansoni Peroxiredoxins; Potency, µM (top dose mostly 114 µM), for inactives: at the highest dose activity change, negative = inhibition, actives largely listed as inhibitors; Schistosoma mansoni thioredoxin glutathione reductase (TGR), Q962Y6; 360,000 tested, 3% active; purified TGR, DTNB reduction, TNB absorbance 405 nm; also: potency is read from the fitted curve at half-maximal effect; nearly all actives have a fitted effect of over 60% in size
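First, TGR (20 nM dispensed) and NADPH were mixed with compound. Second, a 15 min room-temperature incubation followed. Third, further NADPH and then DTNB were added to start the reaction. Finally, TNB absorbance was monitored kinetically.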
* marks the source's active call; other numbers are inactive results; [ ] = another dose, or the depositor's remark. Unless noted, calls follow the shape of the dose curve; as a rule, active = well fitted curve in the direction sought with a large enough effect; inconclusive = small, poorly fitted or top-dose-only effect, or another doubt; inactive = no such curve, though single readings can be large; an effect the other way counts as inactive or inconclusive. Unless noted, % is scaled to controls: 0 for no effect and ±100 for the full control effect.

Results for C/C(=N\N=C1/SC(CC(=O)O)C(=O)N1c1ccccc1)c1ccc(C)cc1 (centres undefined) ?
AmpC detergent: -13%; HCMV inh: -10; AMA1 RON2 block: 5%; FBPA Giardia inh: -7%; AmpC inh no detg: -14%; Sm TGR inh: -10%

What do the screens show for `CCc1nn(C(C)C(=O)NCCc2ccc(OC)c(OC)c2)c(=O)c2cc3occc3n12` (centres undefined)?
AmpC detergent: inconclusive; HCMV inh: -3; AMA1 RON2 block: 0%; FBPA Giardia inh: 4%; AmpC inh no detg: 0%; Sm TGR inh: 3%

How did COc1cccc(NC(=O)CN(C)C(=O)Cc2ccc(Cl)cc2Cl)c1 do in these assays?
AmpC detergent: 5%; HCMV inh: -30; AMA1 RON2 block: -13%; FBPA Giardia inh: 0%; AmpC inh no detg: -17%; Sm TGR inh: 2%

Results for CCOc1ccc(C(=O)Nc2nnc(S(=O)(=O)N(CC)c3ccccc3C)s2)cc1 ?
AmpC detergent: 11%; HCMV inh: 23; Sm TGR inh: -5%

What do the screens show for `CC(=O)Oc1cccc(C(=O)Nc2ccccc2C(=O)N2CCCC2)c1`?
AmpC detergent: inconclusive; HCMV inh: 2; AMA1 RON2 block: 14%; FBPA Giardia inh: 7%; AmpC inh no detg: -3%; Sm TGR inh: -11%

Results for CCN(Cc1ccncc1)Cc1nc(Cc2ccccc2Cl)no1 ?
AmpC detergent: 3%; HCMV inh: -61*; AMA1 RON2 block: -2%; FBPA Giardia inh: 9%; AmpC inh no detg: 51%; Sm TGR inh: 8%

What do the screens show for `Cc1cccc(-c2noc(CN(C(C)C)S(=O)(=O)c3ccc(Br)cc3)n2)c1`?
AmpC detergent: -2%; HCMV inh: -29; Sm TGR inh: 9%

What do the screens show for `Cc1ccc(C2C3=C(CC(C)(C)CC3=O)Nc3n[nH]c(C)c32)cc1` (centres undefined)?
AmpC detergent: inconclusive; HCMV inh: -8; AMA1 RON2 block: -9%; FBPA Giardia inh: 12%; AmpC inh no detg: -45%; Sm TGR inh: 0%

Results for O=C(NCCc1nc2ccc(Cl)cc2[nH]1)C1CCC(=O)N(Cc2cccc(F)c2)C1 (centres undefined) ?
AmpC detergent: -5%; HCMV inh: 25; AMA1 RON2 block: -13%; AmpC inh no detg: 54%; Sm TGR inh: -10%

What do the screens show for `CCOC(=O)c1cc(NC(=O)c2ccc(Cl)cc2)c(=O)n2c1oc1ccccc12`?
AmpC detergent: 3%; HCMV inh: -3; Sm TGR inh: 1%

What do the screens show for `COC(=O)c1c(NC(=O)CN2CCC3(O)CCCCC3C2c2ccc(F)cc2)sc(C)c1C` (centres undefined)?
AmpC detergent: -8%; HCMV inh: 97; AMA1 RON2 block: 6%; FBPA Giardia inh: -5%; AmpC inh no detg: -12%; Sm TGR inh: -12%

What do the screens show for `COc1ccc(CC(=O)Nc2ccc(-c3csc(C)n3)cc2)cc1`?
AmpC detergent: inconclusive; HCMV inh: inconclusive; AMA1 RON2 block: -3%; FBPA Giardia inh: 0%; AmpC inh no detg: -24%; Sm TGR inh: 18%

3 entries already listed, sorted by number of heavy atoms, smallest number first:
What do the screens show for `CCOC(=O)c1cc(NC(=O)c2ccc(Cl)cc2)c(=O)n2c1oc1ccccc12`?
AmpC detergent: 3%; HCMV inh: -3; Sm TGR inh: 1%

Results for CCOc1ccc(C(=O)Nc2nnc(S(=O)(=O)N(CC)c3ccccc3C)s2)cc1 ?
AmpC detergent: 11%; HCMV inh: 23; Sm TGR inh: -5%

What do the screens show for `COC(=O)c1c(NC(=O)CN2CCC3(O)CCCCC3C2c2ccc(F)cc2)sc(C)c1C` (centres undefined)?
AmpC detergent: -8%; HCMV inh: 97; AMA1 RON2 block: 6%; FBPA Giardia inh: -5%; AmpC inh no detg: -12%; Sm TGR inh: -12%

Other entries follow:
How did Cc1cc(=O)oc2c(C)c(OCC(=O)NCCCN3CCCC3=O)ccc12 do in these assays?
AmpC detergent: 4%; HCMV inh: 13; AMA1 RON2 block: 2%; AmpC inh no detg: 0%; Sm TGR inh: 1%

What do the screens show for `O=S(=O)(c1ccccc1)c1nc(-c2ccc(Cl)cc2)oc1NCCCN1CCOCC1`?
AmpC detergent: inconclusive; HCMV inh: inconclusive; AMA1 RON2 block: 25%; AmpC inh no detg: 31%; Sm TGR inh: inconclusive

What do the screens show for `Cc1cc(-c2ccccc2)nc2cc(C(=O)OC(C)C)nn12`?
AmpC detergent: inconclusive; HCMV inh: 4; AMA1 RON2 block: 10%; FBPA Giardia inh: 11%; AmpC inh no detg: 3%; Sm TGR inh: -25%

How did O=C(c1ccc(S(=O)(=O)Nc2ccccc2F)cc1)N1CCCCCC1 do in these assays?
AmpC detergent: -14%; HCMV inh: -24; AMA1 RON2 block: 16%; AmpC inh no detg: -26%; Sm TGR inh: 4%

How did Cn1cc(CN2CCN(c3ccccc3)CC2)c2ccccc21 do in these assays?
AmpC detergent: inconclusive; HCMV inh: 8; AMA1 RON2 block: -7%; FBPA Giardia inh: 5%; AmpC inh no detg: 8%; Sm TGR inh: 3%

What do the screens show for `CCOC(=O)N1CCC(N2CCCC(C(=O)c3ccc4cc(OC)ccc4c3)C2)CC1` (centres undefined)?
AmpC detergent: -6%; HCMV inh: -12; AMA1 RON2 block: -15%; FBPA Giardia inh: 0%; AmpC inh no detg: 190%[activator]; Sm TGR inh: -10%

How did CCN(CC)S(=O)(=O)c1ccc(C(=O)NCCSc2c[nH]c3ccccc23)cc1 do in these assays?
AmpC detergent: 2%; HCMV inh: 4; AMA1 RON2 block: 1%; FBPA Giardia inh: -2%; AmpC inh no detg: 0%; Sm TGR inh: 4%

How did CC(C)c1ccc(N(CC(=O)NCC2CCCO2)C(=O)Cn2nnc(-c3cccs3)n2)cc1 (centres undefined) do in these assays?
AmpC detergent: -1%; HCMV inh: -14; AMA1 RON2 block: -4%; FBPA Giardia inh: -3%; AmpC inh no detg: 150%[activator]; Sm TGR inh: -2%

Results for COCC(C)NC(=O)c1cccc(Cl)c1 (centres undefined) ?
AmpC detergent: 0%; HCMV inh: -23; AMA1 RON2 block: 3%; FBPA Giardia inh: 13%; Sm TGR inh: 7%

How did COc1ccc(NC(=O)/C(Cl)=C(/Cl)S(=O)Cc2ccc(C)cc2)cn1 (centres undefined) do in these assays?
AmpC detergent: 2%; FBPA Giardia inh: -2%; AmpC inh no detg: -4%; Sm TGR inh: 0%

How did O=S(=O)(c1ccccc1)N1CCN(Cc2c(O)ccc3ccccc23)CC1 do in these assays?
HCMV inh: -4; AMA1 RON2 block: -2%; AmpC inh no detg: -18%

Results for O=C(CSc1nc2ncc(Cl)cc2[nH]1)N1CCC(Cc2ccccc2)CC1 ?
HCMV inh: -8; AMA1 RON2 block: -7%; AmpC inh no detg: -35%

What do the screens show for `COc1ccc(-c2ccnc(SCC(=O)N3CCOCC3)n2)cc1`?
AmpC detergent: inconclusive; HCMV inh: 44; AMA1 RON2 block: -9%; FBPA Giardia inh: 1%; AmpC inh no detg: -13%; Sm TGR inh: -12%

What do the screens show for `CC1CCCN(C(=O)CNS(=O)(=O)c2cccs2)C1` (centres undefined)?
AmpC detergent: -9%; HCMV inh: -8; AMA1 RON2 block: -11%; FBPA Giardia inh: 4%; AmpC inh no detg: -4%; Sm TGR inh: 0%

What do the screens show for `COc1ccc(NC(=O)c2cc(S(=O)(=O)N3CCOCC3)cs2)cc1`?
AmpC detergent: -8%; HCMV inh: -22; AMA1 RON2 block: -7%; FBPA Giardia inh: 0%; AmpC inh no detg: -10%; Sm TGR inh: -5%

How did O=C(Cn1c(=O)nc(-c2ccccc2)c2ccccc21)Nc1ccc(Cl)c(C(F)(F)F)c1 do in these assays?
AmpC detergent: 7%; HCMV inh: -3; Sm TGR inh: -3%

How did Cc1ccc(NC(=O)C(c2ccccc2)N(C)C)cc1Cl (centres undefined) do in these assays?
AmpC detergent: inconclusive; AMA1 RON2 block: 0%; FBPA Giardia inh: -12%; AmpC inh no detg: -21%[11.4 µM]; Sm TGR inh: 7%

How did Cc1nc(SCC(=O)Nc2ccc(C)c(Cl)c2)cc(-c2ccccc2)n1 do in these assays?
AmpC detergent: -2%; HCMV inh: inconclusive; Sm TGR inh: 4%

What do the screens show for `COC(=O)c1cc(=O)n(CCc2ccccc2F)c(=Nc2ccc(F)c(Cl)c2)s1`?
AmpC detergent: -5%; HCMV inh: inconclusive; AMA1 RON2 block: -22%; FBPA Giardia inh: -5%; AmpC inh no detg: 1%; Sm TGR inh: 9%

What do the screens show for `COc1ccc2[nH]c(=O)c(CN(CCc3ccccc3)Cc3nnnn3CC3CCCO3)cc2c1` (centres undefined)?
AmpC detergent: inconclusive; HCMV inh: -24; AMA1 RON2 block: 21%; FBPA Giardia inh: 10%; AmpC inh no detg: -18%; Sm TGR inh: 0%

Results for COc1cc(/C=N/NC(=O)c2cc(-c3ccco3)nc3ccccc23)cc(OC)c1O ?
AmpC detergent: -2%; HCMV inh: -2; AMA1 RON2 block: 89%[activator]; FBPA Giardia inh: -21%; AmpC inh no detg: -12%; Sm TGR inh: 45µM*

What do the screens show for `COc1cccc(NC(=S)N(CCc2c(C)[nH]c3ccccc23)Cc2ccco2)c1`?
AmpC detergent: -5%; HCMV inh: 66; AMA1 RON2 block: 7%; FBPA Giardia inh: -2%; AmpC inh no detg: -26%; Sm TGR inh: -1%

Results for COC(=O)c1ccc(-c2ccc(CNCC(O)c3ccccc3)o2)cc1 (centres undefined) ?
AmpC detergent: inconclusive; HCMV inh: -5; AMA1 RON2 block: -2%; FBPA Giardia inh: 0%; AmpC inh no detg: -8%; Sm TGR inh: -14%

How did CCCCN(C(=O)C1=COCCO1)c1c(N)n(CCC)c(=O)[nH]c1=O do in these assays?
AmpC detergent: -7%; HCMV inh: -14; AMA1 RON2 block: 2%; AmpC inh no detg: -8%; Sm TGR inh: 3%

How did C=CCn1c(N)c(C(=O)Nc2ccccc2)c2nc3ccccc3nc21 do in these assays?
AmpC detergent: -3%; HCMV inh: 20; AMA1 RON2 block: 50%[activator]; FBPA Giardia inh: inconclusive; AmpC inh no detg: 40%; Sm TGR inh: 5%

What do the screens show for `Cc1c(NC(=O)CCCN2C(=O)c3cccc4cccc(c34)C2=O)c(=O)n(-c2ccccc2)n1C`?
AmpC detergent: -7%; HCMV inh: -11; AMA1 RON2 block: -1%; FBPA Giardia inh: -2%; AmpC inh no detg: -8%; Sm TGR inh: -6%

What do the screens show for `Cc1ccc(Cn2c(=O)n(CCc3ccccc3)c(=O)c3c(C)c(C)sc32)cc1`?
AmpC detergent: 24%; HCMV inh: -15; Sm TGR inh: 5%
